Tn7 DDE FP – inhibitors of Tn7 peptide binding to fibrin DD(E), primary screen, biochemical, fluorescence polarization, human fibrin, Tn7 probe; hit rate 0.13% among 370,000; inhibition, % at 8.3 µM; Fibrinogen beta chain (Homo sapiens), P02675; FP displacement of FITC-Tn7 peptide from fibrin DD(E); 0% = median of compound wells per plate;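 active = inhibition above the mean of compounds falling within the control limits plus 3 SD of them, cut at about 14% in these data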;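 also: 0% = plate median of compound wells and 100% = 10 µM Aha-Tn7 peptide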
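Measure: % inhibition scaled between sample-field median and high-control FP; Test system: human fibrin DD(E); Quantity: 2 µM final DD(E) protein; Doses: one dose, 8.3 µM nominal; Schedule: compound with protein 10 min, then 3 h after probe, room temperature; Detection: fluorescence polarization; Medium: Tris buffer with calcium and detergent, pH 7.8.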
PLC-beta3 inh – human PLC-beta3 inhibitors, primary screen, biochemical, fluorescence. AID 720704, 2013. Purified PLC-beta3, fluorogenic substrate. inhibition, % at 12.2 µM. hit rate 0.18% among 370,000. 1-phosphatidylinositol 4,5-bisphosphate phosphodiesterase beta-3 (Homo sapiens), Q01970; in the data active = inhibition above about 11%;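 also: 0% = median of compound wells on plate and 100% = full blocker control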
PLCg1 inh – PLC-gamma1 enzyme inhibitors, primary screen, biochemical, fluorescence, purified enzyme; 1-phosphatidylinositol 4,5-bisphosphate phosphodiesterase gamma-1 (Homo sapiens), P19174; fluorogenic substrate; inhibition, % at 12.2 µM; hit rate 0.84% among 370,000; in the data active = inhibition above about 9.5%
UHRF1 MBD2 ctr – UHRF1 methylated DNA binding inhibitors, primary screen, counter-screen for MBD2 inhibitor project, biochemical, TR-FRET, human UHRF1, single concentration. hit rate 0.75% among 370,000. AID 687016, 2013. inhibition, % at 4.4 µM. E3 ubiquitin-protein ligase UHRF1 (Homo sapiens), Q96T88. UHRF1 binding to methylated oligo; in the data active = inhibition above about 21%;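 also: UHRF1 SRA domain binding a hemimethylated CpG hairpin DNA probe; 0% = median of test compound wells and 100% = reference inhibitor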
Target sequence (Q96T88 whole entry, looked up, the tested form may be a part): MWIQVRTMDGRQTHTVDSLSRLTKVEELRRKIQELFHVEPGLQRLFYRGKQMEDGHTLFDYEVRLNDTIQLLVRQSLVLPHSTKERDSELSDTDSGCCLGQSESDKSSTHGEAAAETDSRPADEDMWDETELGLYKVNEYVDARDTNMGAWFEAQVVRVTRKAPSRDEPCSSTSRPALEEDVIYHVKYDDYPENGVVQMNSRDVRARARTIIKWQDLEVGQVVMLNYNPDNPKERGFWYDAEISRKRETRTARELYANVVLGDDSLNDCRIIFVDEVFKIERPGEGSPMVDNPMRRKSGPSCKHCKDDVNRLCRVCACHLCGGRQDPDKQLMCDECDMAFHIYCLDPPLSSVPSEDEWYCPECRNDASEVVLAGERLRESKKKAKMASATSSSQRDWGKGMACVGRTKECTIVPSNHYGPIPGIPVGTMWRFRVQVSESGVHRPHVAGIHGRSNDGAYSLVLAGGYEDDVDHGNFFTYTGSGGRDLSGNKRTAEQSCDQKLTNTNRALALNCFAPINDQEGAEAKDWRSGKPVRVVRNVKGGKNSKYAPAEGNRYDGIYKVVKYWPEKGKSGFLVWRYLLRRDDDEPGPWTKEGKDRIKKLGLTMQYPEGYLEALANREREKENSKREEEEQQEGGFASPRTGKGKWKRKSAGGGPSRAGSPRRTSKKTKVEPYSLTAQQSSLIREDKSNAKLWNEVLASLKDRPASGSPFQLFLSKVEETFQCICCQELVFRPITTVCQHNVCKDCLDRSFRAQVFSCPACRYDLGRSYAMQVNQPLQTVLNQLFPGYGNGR
sPLA2-III inh – human group III sPLA2 inhibitors, primary screen, biochemical, QFRET, BODIPY PC-A2 liposome substrate | QFRET BODIPY PC-A2 liposome hydrolysis, fluorescence | inhibition, % at 12.2 µM | hit rate 0.56% among 370,000;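 active = inhibition above mean plus 3 SD of compounds lying within the high and low control bounds, cut at about 19% in these data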;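 also: 0% = median of test compound wells and 100% = no enzyme DMSO wells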
KLK7 zymogen act – proKLK7 zymogen activators, primary screen, biochemical, fluorescence intensity; purified proKLK7, EDANS-DABCYL substrate fluorescence; 100% is mature enzyme control, 0% vehicle; activation, % at 7 µM; hit rate 0.9% among 370,000; AID 652039, 2013;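 active = activation above the mean of all tested compounds plus 3 SD, computed per campaign excluding outliers beyond control limits, cut at about 13% in these data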
Target sequence (P49862 whole entry, looked up): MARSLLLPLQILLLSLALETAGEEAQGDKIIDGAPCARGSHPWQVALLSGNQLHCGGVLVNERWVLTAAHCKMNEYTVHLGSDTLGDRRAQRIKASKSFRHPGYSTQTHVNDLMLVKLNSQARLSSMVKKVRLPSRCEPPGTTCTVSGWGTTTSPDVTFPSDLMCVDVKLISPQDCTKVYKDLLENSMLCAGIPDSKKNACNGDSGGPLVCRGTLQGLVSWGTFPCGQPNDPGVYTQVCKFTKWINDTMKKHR
Rev-erbA mod – modulators of Rev-erb alpha DNA binding, primary screen, biochemical, FITC-DNA, fluorescence polarization, uHTS; activity, % at 10 µM; AID 1259318, 2017; Nuclear receptor subfamily 1 group D member 1 (Homo sapiens), P20393; Rev-erbα–FITC-DNA binding, 90 min; hit rate 0.79% among 370,000;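 active = activity above about 14%, limit read from the data; passing the limit was not always enough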;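 also: 0% = DMSO wells with 35 nM protein and 100% = DMSO wells with 750 nM protein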
ARFGAP1 inh – inhibitors of rat ARFGAP1 GAP activity, primary screen, biochemical, fluorescence polarization, GDP tracer | Arfgap1-stimulated ARF1 GTP hydrolysis, GDP FP detection | inhibition, % at 16.5 µM | hit rate 0.26% among 360,000;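 active = inhibition above a per-plate limit, mean inhibition of low control wells plus 3 SD, cut at about 25% in these data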;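 also: 0% = DMSO wells with enzyme and 100% = wells lacking Arfgap1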
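System: truncated rat Arfgap1 GAP domain / Benchmarks: high control wells lacking Arfgap1, low control full reaction with DMSO / Times: compound-enzyme preincubation 20 min, reaction 120 min, detection 60 min, 25 °C / Repeats: one replicate per compound / Also added: human ARF1(Δ1-17)-GTP substrate / Measured by: Tracer-displacement fluorescence polarization with EDTA stop, 620/688 nm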
ASAP1 GAP inh – inhibitors of human ASAP1 ArfGAP activity, primary screen, biochemical, fluorescence polarization; Arf-GAP with SH3 domain, ANK repeat and PH domain-containing protein 1 (Homo sapiens), …; ASAP1-stimulated ARF1 GTP hydrolysis, GDP FP detection; inhibition, % at 16.5 µM; hit rate 0.19% among 360,000; AID 624377, 2012; in the data active = inhibition above about 25%;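 also: 0% = vehicle with enzyme and substrate and 100% = no enzyme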
DDE Tn6 FP inh – inhibitors of Tn6 peptide binding to fibrin DD(E), primary screen, biochemical, fluorescence polarization, human fibrin, Tn6 probe. Fibrinogen beta chain (Homo sapiens), P02675. Fibrin DD(E) TRITC-Tn6 fluorescence polarization displacement. inhibition, % at 8.3 µM. hit rate 0.21% among 370,000. AID 720509, 2013;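 active = inhibition above a per-campaign cutoff: mean of compounds within control limits plus 3 SD, cut at about 15% in these data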;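 also: 0% = median of all compound wells on the plate and 100% = blocking peptide control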
* hit, by the source's call. No enrichment for hits. Share with any hit: about 4.5%.

SMILES | Tn7 DDE FP | PLC-beta3 inh | PLCg1 inh | UHRF1 MBD2 ctr | sPLA2-III inh | KLK7 zymogen act | Rev-erbA mod | ARFGAP1 inh | ASAP1 GAP inh | DDE Tn6 FP inh
Cc1oc(-c2ccccc2Cl)nc1CSc1nc2c(c(=O)[nH]1)CCCC2 | 7 | -8 | 1 | -1 | 3 | 0.1 | -3 | 0 | -10 | -1
O=C(c1ccccn1)N(Cc1cc2ccccc2[nH]c1=O)C1CCCCC1 | 3 | 3 | -3 | 3 | 3 | 0.9 | -5 | 3 | 12 | -4
O=C(Nc1ccc(OC(F)(F)F)cc1)Nc1cccc([N+](=O)[O-])c1 | -14 | 8 | 4 | -2 | -1 | -0.3 | -3 | 5 | 3 | -23
C[C@@H]1CN([C@@H](C)CO)C(=O)CCCn2nncc2CO[C@@H]1CN(C)C(=O)Nc1ccnc(N2CCOCC2)c1 | 1 | -3 | -3 | -2 | 13 | -0.2 | 3 | -1 | 10 | 0
CN(C(=S)NC(=O)c1ccccc1)C1CCCCC1 | -5 | -7 | 3 | -1 | 6 | -0.4 | -4 | 2 | -12 | 9
Cc1cc(NC(=O)CSc2nccn2-c2cccc(Cl)c2)no1 | 3 | -14 | 0 | 1 | -6 | 0.7 | -6 | -5 | -4 | 6
CCC12CN(C(=O)c3ccco3)CC(CC)(CN(C(=O)c3ccco3)C1)C2=O | 1 | 0 | 0 | 2 | 3 | -0.6 | -6 | -4 | -13 | 8
Cc1ccc(F)cc1NC(=O)c1cccc2nccnc12 | -5 | 4 | 1 | 0 | 1 | 0.0 | -23 | -11 | 4 | -4
CCN(CC)CCN(CC(=O)N(C1CCCCC1)C1CCCCC1)C(=O)c1ccco1 | 4 | -1 | -1 | -2 | 2 | -0.6 | 2 | 0 | 16 | -2
CCOC(=O)c1c(COC(=O)c2ccco2)nc2ccccc2[n+]1[O-] | 4 | -1 | -4 | -4 | 4 | -0.2 | 6 | -2 | -4 | 5
O=C(O)CCCCNS(=O)(=O)/C=C/c1ccccc1 | 0 | -17 | -7 | 4 | 5 | 0.4 | -7 | -6 | -9 | -5
COc1ccc(C(=O)N(C)[C@H]2C[C@H]3c4[nH]c5ccccc5c4CCN3C[C@H]2[C@H](C)O)cc1 | -3 | -136 | -114 | -2 | 4 | -1.2 | 1 | 1 | -11 | -2
CCOc1ccccc1-n1c(SCC(N)=O)nnc1-c1ccc(O)cc1 | 9 | 3 | -2 | -2 | -1 | 0.7 | 0 | -3 | -10 | 5
O=C(Nc1ccc(Cl)cc1)C1CCCN(S(=O)(=O)c2cnc[nH]2)C1 (stereo not given) | 1 | 3 | 0 | -1 | -10 | -0.9 | -4 | -2 | 13 | 4
O=C(COC(=O)c1ccc(Cl)c([N+](=O)[O-])c1)Nc1ccccc1OC(F)F | 0 | -2 | 0 | -1 | -4 | -0.6 | -1 | 2 | -3 | -6
COc1ccc(CC(=O)OCCc2cc3cc(OC)c(OC)cc3c(=O)o2)cc1 | 1 | -13 | -8 | 4 | 2 | 0.0 | -4 | 10 | 6 | -2
Cn1c(=O)c2[nH]c(CCNC(=O)c3ccccc3)nc2n(C)c1=O | -7 | -4 | 4 | -1 | 0 | 0.1 | 3 | -6 | 4 | 1
O=C1CCC([N+](=O)[O-])C(c2ccc3c(c2)OCO3)N1 (stereo not given) | 5 | -2 | -1 | -1 | 2 | -0.1 | -1 | -3 | -10 | 7
Oc1ccccc1-c1nnc(COc2ccccc2)o1 | 4 | -4 | -5 | -1 | -2 | -0.3 | -3 | 0 | 11 | -2
Cc1nc(N/C(N)=N/S(=O)(=O)c2ccccc2)nc2ccccc12 | 1 | -1 | 2 | -3 | -5 | 0.5 | 0 | 10 | 1 | -2
CCN(C(=O)N1CCOCC1)c1ccccc1C | 6 | -2 | 1 | -2 | -1 | -0.8 | -6 | -3 | 13 | -4
CN(c1ccccc1)S(=O)(=O)c1ccc2[nH]c(=O)oc2c1 | -7 | -8 | -2 | 2 | 0 | 0.2 | -1 | 0 | -5 | 3
CCOC(=O)c1c(C2CC2)csc1NC(=O)COC(=O)CCS(=O)(=O)c1ccc(C)cc1 | -1 | 4 | 5 | 3 | -5 | -0.1 | -3 | -3 | -4 | -2
Fc1ccc(/C=N\Nc2cccc(F)c2)cc1 | 8 | -11 | 0 | 2 | 7 | 0.0 | 0 | 8 | -2 | 4
COc1cccc(CN2CCN(C(=O)c3cc(-c4cccnc4)nc4ccc(C)cc34)CC2)c1 | 8 | -3 | -3 | 0 | -11 | 0.9 | 7 | 5 | 5 | 3
Cc1cc(C=O)c(C)n1-c1ccc(NC2CCCC2)c([N+](=O)[O-])c1 | 1 | -5 | 0 | -2 | -2 | 0.6 | 16 | -2 | -8 | 1
O=C(NC1CCCC1)c1cccc(Cn2cc([N+](=O)[O-])cn2)c1 | 3 | 2 | 2 | 1 | 18 | -0.5 | 4 | 13 | -4 | 1
COc1c2ccc(OCC/C(C)=C/C(=O)C=C(C)C)cc2nc2occc12 | -10 | -182 | -108 | 2 | -14 | -4.6 | -4 | 3 | 6 | -4
CCOc1ccc(NC(=O)N2CCC(NC(=O)C(Cc3cccc(F)c3)NC(C)=O)CC2)cc1 (stereo not given) | 3 | -3 | 1 | 0 | 1 | 0.4 | -2 | -24 | -12 | 10
Cc1ccc(S(=O)(=O)N2CCN(C(=O)CN3C(=O)NC4(CCCC4)C3=O)CC2)c(C)c1 | 1 | 2 | -1 | -2 | 0 | -0.8 | -2 | 11 | 0 | 2
Cc1ccc(N2CC(=O)N(NC(=O)CN3CCN(c4ccccc4)CC3)CC2=O)cc1 | -6 | 1 | 2 | 3 | -1 | 0.5 | -4 | 4 | -7 | 3
CC(C)C1Cc2c(sc3[nH]c(=S)n(Cc4ccccc4)c(=O)c23)CO1 (stereo not given) | 0 | 1 | 0 | 0 | 5 | 0.6 | -2 | 2 | 2 | 10
CCOC(=O)c1c(N)nn(C(=O)c2ccccc2F)c1-c1ccc(OC)cc1 | 10 | 2 | 2 | -1 | 1 | -0.2 | 5 | 6 | -10 | 1
CCN(Cc1ccccc1)c1ccc(/C=N/NC(=S)NC(C)C)cc1 | 2 | -18 | -20 | -3 | 3 | -3.2 | -5 | -6 | 6 | 4
Cc1cc2c(cc1C)-n1nnnc1C(N1CCCNCC1)C(=O)N2 (stereo not given) | -1 | -7 | -8 | -5 | 1 | -0.9 | 5 | 4 | 10 | -3
CC(C)(C)NC(=O)CN(C(=O)c1snc(C(=O)NC2CCCCC2)c1N)c1ccc(F)cc1 | -5 | -5 | 3 | 2 | 0 | -0.4 | -6 | 5 | -1 | 9
Fc1ccc(CSc2nnc(Cc3sc(-c4ccccc4)nc3-c3ccccc3)o2)cc1 | -5 | 6 | 0 | 1 | 2 | 0.0 | -2 | 2 | 3 | -1
O=C(Oc1ccc2ccc(O)cc2c1)C1CCCCC1 | 0 | -11 | -7 | 0 | -61 | -0.3 | -1 | 2 | -3 | -1
Clc1ccc2oc(-c3cccnc3)nc2c1 | 6 | -1 | -1 | -8 | 1 | 0.2 | 6 | -8 | 4 | 2
O=C(Nc1nc(=O)c2ccccc2s1)c1ccc(F)cc1 | 3 | 1 | -2 | 2 | 1 | -1.0 | 79* | -6 | 7 | -1
Cc1cc(=O)[nH]c(Nc2ccccc2C)n1 | -1 | -5 | -4 | 1 | -3 | -0.4 | 7 | -4 | -1 | 0
N#Cc1ccc(COC(=O)C2CC(=O)N(CCc3ccccc3)C2)cc1 (stereo not given) | -6 | 3 | 2 | 0 | 2 | 0.0 | -5 | -9 | 5 | 6
Cc1nn(C)c(C)c1NC(=O)CCl | 2 | 5 | -1 | 0 | 7 | -0.3 | 0 | 2 | 9 | 2
CC1CN(CCc2ccccc2)c2nc3c(c(=O)n(C)c(=O)n3C)n2C1 (stereo not given) | -2 | -6 | -1 | 3 | 13 | -0.3 | 6 | 4 | -2 | 4
Cc1ccc(NC(=O)CN(C)Cc2nc3c(Br)cc(Br)cc3c(=O)[nH]2)cc1 | 4 | -14 | -3 | 1 | 4 | -0.2 | 4 | 1 | -4 | -2
O=C1CCC(C(=O)N2CCC(O)CC2)CN1CCc1ccc(Cl)cc1 (stereo not given) | 8 | -9 | -1 | 1 | 1 | 0.3 | 5 | -6 | -3 | -6
COc1ccc(N(C(=O)c2snc(C(N)=O)c2N)C(C(=O)NCc2ccc(F)cc2)c2ccc(C)o2)c(OC)c1 (stereo not given) | -1 | -19 | -8 | -4 | -2 | -5.9 | -3 | -3 | -16 | -1
Cc1ccc(N(CC(=O)N/N=C/c2cccs2)S(C)(=O)=O)cc1 | 8 | -2 | -1 | 0 | -2 | 0.3 | 4 | -6 | 6 | -4
CCOC(=O)c1[nH]c(C)c(C(=O)Nc2cccc(Cl)c2C)c1C | -3 | 5 | 3 | 11 | -2 | 0.1 | 1 | 7 | 10 | 8
CC(=O)Nc1ccc(NC(=O)C23CC4CC(C2)CC(n2cnc(Br)n2)(C4)C3)cc1 | 7 | 0 | 1 | -2 | 2 | 0.0 | -5 | 2 | -4 | 5
Cc1ccccc1N1C(=O)CC(N2CCN(C(=O)c3ccco3)CC2)C1=O (stereo not given) | 4 | -10 | 0 | 3 | 3 | -1.6 | -6 | -3 | 10 | 4
Cc1ccc2cccc(N=Cc3c(C)[nH]n(-c4ccccc4)c3=O)c2n1 | 2 | -6 | -8 | -6 | 3 | -33 | 2 | -9 | 9 | -6
COc1cc(-c2nnc(COc3ccc4cc(Br)ccc4c3)o2)cc(OC)c1OC | -1 | -4 | 0 | 5 | 6 | 0.3 | 14 | -5 | 3 | 0

Bioassay records (PubChem BioAssay)
